p53ts 39C kill: p53ts cell cytotoxicity, nonpermissive temperature; H1299-p53A138V viability at 39C, ATP luminescence, 24 h; Potency, µM (series often up to 46.1 µM), for the others: top-dose activity change, negative = cell killing, hits mostly cytotoxic; hit rate 1.5% among 130,000; also: nearly all actives have a fitted effect of over 55% in size
IkB signaling: inhibitors of IkB signaling in ABC-DLBCL cells; Potency, µM (titrated, usually from 57.1 µM), without a hit: at the top dose IkBa stabilization activation; hit rate 0.04% among 110,000; ABC-DLBCL IkBa-CBG/CBR dual luciferase ratio, 4 h; response scale: scaled: untreated 0%, proteasome inhibitor 100%; active = well fitted curve in the direction sought with a large enough effect in the signal ratio, not every such curve was filed as active; inconclusive = small, poorly fitted or top-dose-only effect, or a change in a side signal; the % refers to the signal ratio;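 also: the direction sought is a rising ratio; 0% = basal untreated cells and 100% = reference inhibitor full response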
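Luminescence ratio of IκBα-fused green versus native red beetle luciferase in OCI-Ly3 cells, 4 h post-doxycycline with compound; red signal alone, scaled from basal (0%) to zero light (-100%), flagged nonspecific or cytotoxic effects.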
Peg3 imprint: inducers of genomic imprint erasure in mouse ES cells; mouse ES Peg3-LacZ reporter, beta-gal luminescence, 40 h; Potency, µM (doses to about 60.7 µM), inactives show at the top dose activity change, positive = activation, actives largely listed as activators; hit rate 0.02% among 110,000; AID 1948;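 also: 0% = negative control wells on the plate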
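Imprint erasure is scored as LacZ activity from the silenced maternal Peg3 allele in feeder-free female ES cells cultured 40 h with LIF. Luminescence is normalized to in-plate negative controls and fitted to the Hill equation.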
p53ts 32C kill: kills p53ts cells at the permissive temperature; H1299-p53A138V at 32C, ATP luminescence viability, 24 h; Potency, µM (highest dose often 46.1 µM), for inactives: at the top dose activity change, negative = cytotoxicity, usual class: cytotoxic; AID 924; hit rate 0.93% among 130,000;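 also: 0% = DMSO and -100% = full killing by reference compound; nearly all actives have a fitted effect of over 55% in size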
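Viability by ATPlite luminescence after 24 h compound treatment (up to 46 uM) at the permissive 32C. Cells are H1299 carrying p53 A138V. Scale runs from DMSO basal to 100 uM tamoxifen as full kill; AC50 from Hill fits.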
An asterisk follows results filed as active; ? = inconclusive; · = no result given; [ ] = dose if it differs, or a comment. Unless noted, calls follow the shape of the dose curve; as a rule, active = well fitted curve in the direction sought with a large enough effect; inconclusive = small, poorly fitted or top-dose-only effect, or another doubt; inactive = no such curve, though single readings can be large; an effect the other way counts as inactive or inconclusive. Unless noted, % is scaled to controls: 0 for no effect and ±100 for the full control effect; potency is read from the fitted curve at half-maximal effect.

SMILES | p53ts 39C kill | IkB signaling | Peg3 imprint | p53ts 32C kill
CCOC(=O)C1=C(C)NC(=O)NC1c1cn(-c2ccccc2)nc1-c1ccc(OC(C)C)cc1 (configuration not stated) | ? | ? | -7%[10.9 µM] | -4%
CCOC(=O)c1c(C)oc2ccc(N(C(=O)Oc3ccccc3)S(=O)(=O)c3ccccc3)cc12 | 2% | -2.0% | -9%[10.9 µM] | 6%
Cc1ccc(NC(=O)NCc2cccn2Cc2ccccc2)c(C)c1 | 6% | -2.3% | 17%[10.9 µM] | -6%
Cn1c(=O)n(C)c2cc(NS(=O)(=O)c3ccc(F)cc3)c(NCc3ccccc3)cc21 | -26% | ? | -7%[10.9 µM] | -20%
CC(C)(C)c1ccc(-c2nc(SCCOc3ccc(Cl)cc3)n3[nH]c(=O)cc3n2)cc1 | ? | 16% | 4%[10.9 µM] | ?
Cc1cc(NC(=O)c2sc(Nc3cccc(C(F)(F)F)c3)nc2N)no1 | 0% | -0.4% | -2% | -5%
Cc1ccc(S(=O)(=O)N2CCC(c3ccncc3)CC2)c(C)c1 | -13% | -0.1% | -20%[10.9 µM] | -3%
CCn1c(=O)c2cc(S(=O)(=O)NCCOc3ccccc3)ccc2n(CC)c1=O | 7% | 2.5% | -11% | 5%
CCOC(=O)c1ccc(NC(=O)CNC(=O)C2CCCCC2)cc1 | 1% | 6.2% | -16% | 3%
CCOc1cccc2sc(NC(=O)c3ccc(S(=O)(=O)N4CCCc5ccccc54)cc3)nc12 | -29% | ? | 3%[10.9 µM] | 12%
NC(=O)[C@@H]1CCCN1Cc1ccc2c(c1)OCO2 | -4%[9.22 µM] | -0.6%[11.4 µM] | -16%[10.9 µM] | -4%[9.22 µM]
COc1cc(CNC(=O)c2sc3ncccc3c2-n2cccc2)cc(OC)c1OC | 24% | ? | -7%[10.9 µM] | -1%
O=C(Nc1cccc(C(F)(F)F)c1)c1cc(-c2ccc(Cl)cc2)on1 | -4% | ? | -6%[10.9 µM] | 1%
C=CCSc1nc2ccccc2[nH]1 | -4% | -0.1% | -15% | 7%
COCCOC(=O)C1=C(C)NC2=C(C(=O)CC(c3cccs3)C2)C1c1ccsc1 (configuration not stated) | 8% | 0.1% | 2% | 4%
CS(=O)(=O)Nc1cccc(-c2ccc3ncnc(NCc4cccnc4)c3c2)c1 | 12% | -1.8%[11.4 µM] | ? | -5%
Cc1ccc(NC(=O)Cn2nc(-c3ccccc3)nc(Cc3ccccc3)c2=O)cc1 | -2% | 0.7% | -16%[10.9 µM] | 0%
CCOC(=O)c1cccc(NC(=O)N2CC=C(c3c[nH]c4ccccc34)CC2)c1 | -2% | ? | 15%[10.9 µM] | 11%
Cn1cc(-c2nc3cncnc3n(-c3ccccc3)c2=O)c2ccccc21 | -5% | ? | -5% | 4%
COc1ccc2oc(-c3ccc(C)c(NC(=O)c4cccnc4)c3)nc2c1 | 17% | ? | -9%[10.9 µM] | 20%
CN1CCN(c2ccc(-c3nc(-c4ccccc4)no3)cc2[N+](=O)[O-])CC1 | -15% | 1.2% | -17%[10.9 µM] | -1%
CC1CC(C)CN(CC(=O)N2CCc3[nH]c4ccccc4c3C2)C1 (configuration not stated) | 11% | 0.4% | -13% | -2%
COc1ccc(C)cc1NC(=O)c1cnc2n(c1=O)CCS2 | 2% | · | · | 17%
C=CC[C@@H]1C=C[C@H](Oc2ccc(C)cc2)[C@H](COC(=O)NCc2cccc3ccccc23)O1 | 4%[9.22 µM] | · | · | 0%[9.22 µM]

Shown with two lines to a compound: 7 of the compounds above
Order of values: p53ts 39C kill	IkB signaling	Peg3 imprint	p53ts 32C kill
O=C(Nc1cccc(C(F)(F)F)c1)c1cc(-c2ccc(Cl)cc2)on1
  -4%	?	-6%[10.9 µM]	1%
C=CCSc1nc2ccccc2[nH]1
  -4%	-0.1%	-15%	7%
COCCOC(=O)C1=C(C)NC2=C(C(=O)CC(c3cccs3)C2)C1c1ccsc1 (configuration not stated)
  8%	0.1%	2%	4%
CS(=O)(=O)Nc1cccc(-c2ccc3ncnc(NCc4cccnc4)c3c2)c1
  12%	-1.8%[11.4 µM]	?	-5%
Cc1ccc(NC(=O)Cn2nc(-c3ccccc3)nc(Cc3ccccc3)c2=O)cc1
  -2%	0.7%	-16%[10.9 µM]	0%
CCOC(=O)c1cccc(NC(=O)N2CC=C(c3c[nH]c4ccccc34)CC2)c1
  -2%	?	15%[10.9 µM]	11%
Cn1cc(-c2nc3cncnc3n(-c3ccccc3)c2=O)c2ccccc21
  -5%	?	-5%	4%

(next part)
SMILES | p53ts 39C kill | IkB signaling | Peg3 imprint | p53ts 32C kill
COc1ccc(C2c3c(oc4c(C)cc(C)cc4c3=O)C(=O)N2Cc2cccnc2)cc1OC (configuration not stated) | -9% | 1.5% | -7% | 3%
CC(=O)Oc1cc(C(C)C)c(OCCN(C)C)cc1C | 7%[20.6 µM] | 0.0%[25.6 µM] | -9% | 0%[20.6 µM]
O=C1CC(c2nc(-c3ccccc3)no2)CN1c1ccccc1 (configuration not stated) | 2% | ? | -10%[10.9 µM] | -1%
Cc1ccc(CCNC(=O)C2CCN(c3nn4c(=O)cc(C)nc4s3)CC2)cc1 | -15% | 0.2% | -19% | -12%
COC(=O)c1ccccc1NC(=O)Nc1cccnc1 | -15% | ? | -8% | -1%
CCn1c(=S)sc2nc(C)sc21 | -9% | -1.0% | 8% | -9%
COc1ccc(NC(=O)CN(c2cc(C)cc(C)c2)S(=O)(=O)c2c(C)noc2C)cc1OC | 8% | ? | -8% | -3%
c1nc2nc3c(c(N4CCOCC4)n2n1)CCCC3 | 5% | -0.3% | 1% | 2%
COc1ccc(NC(=O)CSc2nnc(Cc3cccn3C)n2-c2ccc(F)cc2)cc1 | 8% | -0.9% | -14% | 0%
COC(=O)c1ccccc1NC(=O)c1cc(-c2ccc(Cl)cc2)on1 | 15% | 3.3% | -7%[10.9 µM] | 11%
Cc1ccc(-n2c(=O)[nH]c3sc4c(c3c2=O)CCCC4)cc1 | 19% | 3.7% | 6%[10.9 µM] | 4%
COc1cc2c(cc1OC)CN(C(=O)CSc1n[nH]c(N)n1)CC2 | 3% | 2.2% | 3% | -9%
Cc1cc(NC(=O)c2noc3c2CCCC3)n(-c2ccccc2)n1 | -4% | -1.1% | -10% | -14%
Cc1nnc(N2CCC(C(=O)NCc3ccc(N(C)C)cc3)CC2)c2nn(-c3ccccc3)c(C)c12 | -24% | ? | -4%[10.9 µM] | -1%
Cn1nc(C(=O)NCCN2CCOCC2)c2ccccc2c1=O | 6% | 0.5% | -7% | 4%
C[C@]12CC[C@@H]3c4ccc(O)cc4CC[C@H]3[C@@H]1CCC2=O | -5% | · | -10% | 5%
CCOC(=O)Cn1ncc(-c2ccccc2)c1N | 4% | 4.7% | 1% | 0%
Cc1nnn(-c2nonc2N)c1C(=O)N/N=C/c1ccccc1O | -23% | · | · | -27%
COC(=O)c1c(NC(=O)CCCOc2ccccc2)sc2c1CCC(C)C2 (configuration not stated) | -7% | 4.9% | -11%[10.9 µM] | -4%
COc1cccc(C(=O)Nc2nc3nc(C)c(Cc4ccccc4)c(=O)n3[nH]2)c1 | -1% | 5.8% | 3%[10.9 µM] | 4%
CC(C)Nc1nc(NC(C)C)nc(C(N)=O)n1 | -2% | -1.0% | -5% | 2%
Cc1ccccc1-c1nc(NCCN2CCOCC2)c2ccccc2n1 | -19% | 3.2%[11.4 µM] | -15% | -4%
Cc1cc(N2CCN(c3ccccn3)CC2)n2nc(C)nc2n1 | 9% | -1.4% | -3% | 10%
COc1ccccc1NC(=O)CCC(=O)Nc1nnc(C(F)(F)F)s1 | 12% | 2.8% | -7% | 3%
CCn1cc2nc(SCc3cccc(C(F)(F)F)c3)n(CCc3ccccc3)c(=O)c2n1 | -7% | ? | -10%[10.9 µM] | -26%
O=C(Nc1nc2ccccc2s1)C1CCCN1S(=O)(=O)c1ccc(Cl)cc1 (configuration not stated) | 22% | ? | -21% | 34%[activator]
COC(=O)c1cc(S(=O)(=O)N2CCN(c3cc(Cl)ccc3C)CC2)c[nH]1 | ? | ? | -8%[10.9 µM] | 6%
CCc1nn(CC(=O)N2CCN(c3cccc(C)c3)C(C)C2)c(=O)c2cc3sccc3n12 (configuration not stated) | -20% | ? | -2%[10.9 µM] | -7%
CC[C@H](C)[C@@H]1O[C@]2(CC[C@@H]1C)C[C@H]1C[C@H](CC=C(C)[C@@H](O[C@@H]3C[C@H](OC)[C@H](O[C@@H]4C[C@H](OC)[C@H](O)[C@H](C)O4)[C@H](C)O3)[C@@H](C)C=CC=C3CO[C@@H]4[C@@H](O)C(C)=C[C@@H](C(=O)O1)[C@]34O)O2 | 13µM* | 1.5%[25.6 µM] | -24%[16.8 µM] | ?
Cc1ccc2c(c1)N(CCCC(=O)NCc1ccc3c(c1)OCO3)C(=O)CO2 | -4% | -0.6% | -13% | 4%
O=C(NCC(c1cccnc1)N1CCN(c2ccccc2F)CC1)C(=O)Nc1ccc(F)cc1F (configuration not stated) | -24% | -1.8% | -13%[10.9 µM] | 3%
Cc1ccnc(N2C(=O)c3ccccc3C2Nc2ccccc2Cl)c1 (configuration not stated) | 21% | -5.0% | -35%[inhibitor] | 18%
Cc1cc(C)cc(O)c1 | -11% | 1.0% | -7% | 1%[1.84 µM]
O=c1c(-c2cc(F)cc(F)c2)nc2cncnc2n1-c1ccccc1 | 6% | -1.1%[11.4 µM] | 5% | 7%
COCCN(CCOC)c1nc(C)nc2c1nc(-c1ccccc1)n2CCCN1CCCCC1C (configuration not stated) | -4% | · | -5% | 0%
Nc1cc(Cl)c(N)cc1Cl | -2% | 4.6% | -1% | 3%
c1ccc2c(N3CCNCC3)nc(-c3ccc4c(c3)OCO4)nc2c1 | -18% | -4.0%[11.4 µM] | 12% | 15%
CCOC(=O)N1CCN(C(=O)c2ccccc2Oc2ccccc2)CC1 | 7% | · | · | 15%
CC1Cn2c(nnc2-c2cccs2)S1 (configuration not stated) | 11% | -1.2% | 2% | 1%
COc1cccc(Nc2ncc3nc(-c4ccc(Cl)cc4)c(=O)n(CCC#N)c3n2)c1 | 9% | -0.8%[11.4 µM] | · | -7%
O=C(Cn1cnc2c(nnn2Cc2ccc(F)cc2)c1=O)NCC1CCCO1 (configuration not stated) | -9% | -1.2% | 3% | -1%
CCC(=O)Nc1cc(Cl)ccc1N1CCN(C(=O)CC)CC1 | 6% | -2.7% | -11% | 15%
C=C1CC/C=C(\C)CC[C@@H]2[C@@H]1CC2(C)C | 4% | · | -3% | 7%
COc1cc(N)ccc1NC(=O)c1cccs1 | 10% | 2.2% | 1% | -9%
CCOC(=O)c1[nH]c2c(c1Cc1ccccc1)C(=O)CC(c1ccccc1)C2 (configuration not stated) | -8% | 11% | 19%[10.9 µM] | 18%
CCN(CC)CCCCOc1ccccc1OC | 0% | -1.1% | -11% | 3%
Cc1ccc(C)c(Cn2c(=O)n(Cc3ccco3)c(=O)c3oc4ccccc4c32)c1 | 18% | -0.1% | -7%[10.9 µM] | 2%
CCOC(=O)CCN1C(=O)[C@H]2[C@H]3[C@H](O)[C@H](O)C/C(=N/OCC(C)C)[C@H]3CC[C@@H]2C1=O | -2%[9.22 µM] | · | · | -6%[9.22 µM]
COc1ccc(C(=O)N2CCN(C(=O)Cc3ccccc3)CC2)cc1OC | 2% | 0.0% | -9% | 10%
Cc1cc(Br)ccc1NC(=O)C1CCN(S(=O)(=O)c2cccc3nsnc23)CC1 | -3% | -0.3% | -18%[10.9 µM] | -16%
COc1cc(Nc2nc(SCc3ccccc3Cl)nc3ccccc23)cc(OC)c1 | -13% | -1.6% | 13%[10.9 µM] | -2%
COCC(=O)Nc1nc2ccc(C)cc2s1 | ? | 17% | -81%[inhibitor] | ?
CCOc1ccc(CCNC(=O)CCCn2nc(C)c3sc4ccccc4c3c2=O)cc1 | ? | 0.4% | -10%[10.9 µM] | -17%
CCCCOc1ccc(C(=O)Nc2ccc(S(=O)(=O)Nc3cc(C)on3)cc2)cc1OC | -4% | 1.3% | ? | -4%
CCOC(=O)c1ccc(NC(=O)NC2CC3CCC(C2)N3Cc2nnnn2C(C)(C)C)cc1 (configuration not stated) | 3% | 0.9% | 4% | -16%
Cc1cccc(CNC(=O)C2CCN(c3nc4ccc(Cl)cc4[nH]3)CC2)c1 | -11% | -1.0% | -6%[10.9 µM] | -10%

Bioassay records as filed in PubChem.
